mcGAS MS inh = blocks mouse cGAS cGAMP production | inhibition, % at 12.5 µM | recombinant mouse cGAS, cGAMP by RapidFire MS | Q8C6L5 | hit rate 0.18% among 130,000;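 active = inhibition of cGAS enzyme activity at or above 60%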;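 note: enzyme stimulated by 45 bp dsDNA with ATP and GTP substrates; cGAMP share of summed cGAMP plus half ATP and half GTP signals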
Target sequence (Q8C6L5 whole entry, looked up): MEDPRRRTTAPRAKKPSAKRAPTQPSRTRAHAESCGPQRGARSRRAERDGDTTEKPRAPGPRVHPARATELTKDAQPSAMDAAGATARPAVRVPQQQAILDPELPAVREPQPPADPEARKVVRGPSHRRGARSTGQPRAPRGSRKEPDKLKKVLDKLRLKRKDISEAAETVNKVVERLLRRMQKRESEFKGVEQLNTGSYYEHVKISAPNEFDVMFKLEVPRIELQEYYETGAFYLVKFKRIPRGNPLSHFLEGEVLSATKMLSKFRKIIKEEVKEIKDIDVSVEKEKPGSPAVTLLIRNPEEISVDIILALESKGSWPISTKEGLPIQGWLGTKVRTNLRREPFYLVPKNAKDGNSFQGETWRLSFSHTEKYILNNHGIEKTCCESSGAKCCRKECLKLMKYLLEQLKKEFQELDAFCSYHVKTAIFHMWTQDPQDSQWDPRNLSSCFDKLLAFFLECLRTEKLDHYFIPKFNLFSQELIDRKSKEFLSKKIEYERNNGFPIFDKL
* hit, by the source's call; & = joins results of further samples. This is a subset; the hit share may differ from the screen's.

For CCc1ccc(CCOc2ccc(CC3SC(=O)NC3=O)cc2)nc1 (stereo not drawn) the results were mcGAS MS inh -15.5&-3.9&3.8.
Screening Cc1nccn1-c1ccc(Cn2ccnc2-c2cc3ccccc3[nH]c2=O)cc1 returned mcGAS MS inh -19.3.
For CC12CC3CC(C)(C1)CC(N)(C3)C2 the results were mcGAS MS inh -10.3&-4.9&-1.5&0.8.
`CCN(CC)CCNC(C(=O)OCCC(C)C)c1ccccc1` (stereo not drawn) gave mcGAS MS inh 0.9.
Screening O=c1oc2c(O)c(O)cc3c(=O)oc4c(O)c(O)cc1c4c23 returned mcGAS MS inh 93.4*.
CCn1cc(C(=O)O)c(=O)c2cnc(N3CCNCC3)nc21 was read as mcGAS MS inh -3.1.
Screening CC(C)COC(=O)c1ccc(N)cc1 returned mcGAS MS inh -8.8.
NC(N)=O was read as mcGAS MS inh -1.5.
`CCNC(=O)NCc1cccc(Cl)c1` gave mcGAS MS inh 3.1.
For CC(=O)CCCCn1c(=O)c2c(ncn2C)n(C)c1=O the results were mcGAS MS inh -16.0&-9.7.

A run of entries taken from the entries so far, as a working copy:
CCn1cc(C(=O)O)c(=O)c2cnc(N3CCNCC3)nc21 was read as mcGAS MS inh -3.1.
Screening CC(C)COC(=O)c1ccc(N)cc1 returned mcGAS MS inh -8.8.

Continued:
Screening COc1nccc(-c2c(-c3ccc(F)cc3)ncn2C2CCC(O)CC2)n1 (stereo not drawn) returned mcGAS MS inh -13.7.
Screening O=C(O)c1cccnc1Nc1cccc(C(F)(F)F)c1 returned mcGAS MS inh 4.3.
`NC1CCN(c2nc3c(cc2F)c(=O)c(C(=O)O)cn3-c2ccc(F)cc2F)C1` (stereo not drawn) gave mcGAS MS inh 16.7.
Cc1c(Cn2ccnc2)c2ccccc2n1CCC(=O)O was read as mcGAS MS inh -3.8.
`C[C@@H]1CC2C3CCC4=CC(=O)C=C[C@]4(C)[C@@]3(Cl)[C@@H](O)C[C@]2(C)[C@@]1(OC(=O)c1ccco1)C(=O)CCl` (stereo partly drawn) gave mcGAS MS inh -3.5.
`CC12CCC(=O)C=C1CCC1C2CCC2(C)C1CCC2(O)C(=O)CO` (stereo not drawn) gave mcGAS MS inh -8.1.
CN(C)CCCC1(c2ccc(F)cc2)OCc2cc(C#N)ccc21 (stereo not drawn) was read as mcGAS MS inh -0.8&2.2&7.1.
NC1=NC(c2cccc(F)c2)n2c(nc3ccccc32)N1 (stereo not drawn) was read as mcGAS MS inh 2.5.
Screening NS(=O)(=O)c1ccc(NC(=O)COc2ccc(Br)cc2Cl)cc1 returned mcGAS MS inh -10.1.
For CCOC(N)=O the results were mcGAS MS inh -7.0.

A draw from above in order of heavy-atom count, ascending.
Screening O=C(O)c1cccnc1Nc1cccc(C(F)(F)F)c1 returned mcGAS MS inh 4.3.
NC1=NC(c2cccc(F)c2)n2c(nc3ccccc32)N1 (stereo not drawn) was read as mcGAS MS inh 2.5.
Screening NS(=O)(=O)c1ccc(NC(=O)COc2ccc(Br)cc2Cl)cc1 returned mcGAS MS inh -10.1.

Carrying on.
Screening CC(=O)Nc1ccc(CC(=O)O)cc1 returned mcGAS MS inh -2.1.
For C1COC(NC(C2CC2)C2CC2)=N1 the results were mcGAS MS inh -8.0.
`Cc1ccc(N(CC2=NCCN2)c2cccc(O)c2)cc1` gave mcGAS MS inh -5.8&-2.7&-0.7.
CNCCCN1c2ccccc2CCc2ccccc21 was read as mcGAS MS inh -10.2&-0.7&1.7&3.8.
Oc1ccc(C2CNCCc3c2cc(O)c(O)c3Cl)cc1 (stereo not drawn) was read as mcGAS MS inh -5.0&6.5.
`CCCc1nc(C(C)(C)O)c(C(=O)O)n1Cc1ccc(-c2ccccc2-c2nn[nH]n2)cc1` gave mcGAS MS inh -2.7&-1.2.
Screening Cc1cn(C2CC(O)C(CO)O2)c(=O)[nH]c1=O (stereo not drawn) returned mcGAS MS inh 0.7.
Screening CC(=O)O[C@]1(C(C)=O)CC[C@H]2[C@@H]3C=C(Cl)C4=CC(=O)C5CC5[C@]4(C)[C@H]3CC[C@@]21C (stereo partly drawn) returned mcGAS MS inh -4.0.
`COC(=O)c1sccc1S(=O)(=O)Nc1ccc(Nc2ccccc2)cc1OC` gave mcGAS MS inh -10.0.
CC(=O)O[C@@]12CO[C@@H]1C[C@H](O)[C@@]1(C)C(=O)[C@H](O)C3=C(C)[C@@H](OC(=O)[C@H](O)[C@@H](NC(=O)OC(C)(C)C)c4ccccc4)C[C@@](O)([C@@H](OC(=O)c4ccccc4)C12)C3(C)C (stereo partly drawn) was read as mcGAS MS inh -1.7.

Of the compounds above, 3 contain an NH in an aromatic ring:
Screening Cc1nccn1-c1ccc(Cn2ccnc2-c2cc3ccccc3[nH]c2=O)cc1 returned mcGAS MS inh -19.3.
`CCCc1nc(C(C)(C)O)c(C(=O)O)n1Cc1ccc(-c2ccccc2-c2nn[nH]n2)cc1` gave mcGAS MS inh -2.7&-1.2.
Screening Cc1cn(C2CC(O)C(CO)O2)c(=O)[nH]c1=O (stereo not drawn) returned mcGAS MS inh 0.7.

Additional records follow.
Screening CN1CCCN=C1COC(=O)C(O)(c1ccccc1)C1CCCCC1 (stereo not drawn) returned mcGAS MS inh -8.8&1.7.
CC1Cc2ccccc2N1NC(=O)c1ccc(Cl)c(S(N)(=O)=O)c1 (stereo not drawn) was read as mcGAS MS inh -8.1&2.1.
Screening N#Cc1ccc(C(c2ccc(C#N)cc2)n2cncn2)cc1 returned mcGAS MS inh -3.7&9.8.
`O=C(O)CCC(=O)c1ccc(-c2ccccc2)cc1` gave mcGAS MS inh -1.0.
`COc1cc2ncn(-c3cc(OCc4ccccc4C(F)(F)F)c(C(N)=O)s3)c2cc1OC` gave mcGAS MS inh -16.7.
CCCCNc1ccc(C(=O)OCCN(C)C)cc1 was read as mcGAS MS inh -11.6&-4.8&-3.3.
Screening CCOC(=O)[C@H](CCc1ccccc1)N[C@@H](C)C(=O)N1Cc2ccccc2C[C@H]1C(=O)O returned mcGAS MS inh -6.1&-5.3&-3.5.
`C/C=C/C(=O)N(CC)c1ccccc1C` gave mcGAS MS inh -6.3&-2.3.
O=C(CCCl)NCc1ccccc1 was read as mcGAS MS inh 0.8.
Screening C=C1c2cccc(O)c2C(O)=C2C(=O)[C@]3(O)C(=O)C(C(N)=O)C(=O)[C@@H](N(C)C)[C@@H]3[C@@H](O)[C@H]12 (stereo partly drawn) returned mcGAS MS inh 2.0&10.7&29.7.

Fetched one by one from the list above:
Screening N#Cc1ccc(C(c2ccc(C#N)cc2)n2cncn2)cc1 returned mcGAS MS inh -3.7&9.8.
CC1Cc2ccccc2N1NC(=O)c1ccc(Cl)c(S(N)(=O)=O)c1 (stereo not drawn) was read as mcGAS MS inh -8.1&2.1.

Later entries.
`NC(=O)C1(N2CCCCC2)CCN(CCCC(=O)c2ccc(F)cc2)CC1` gave mcGAS MS inh -5.9.
`COc1ccc(C2CNC(=O)C2)cc1OC1CCCC1` (stereo not drawn) gave mcGAS MS inh -0.8.
COc1cn(C)c(C(=O)NCCC(c2ccccc2)c2ccccc2)cc1=O was read as mcGAS MS inh -4.8.
Screening CCN(CC)CCOC(=O)c1ccc(N)cc1 returned mcGAS MS inh -4.7&-4.0&4.0.
For CC1c2cccc(O)c2C(O)=C2C(=O)C3(O)C(=O)C(C(N)=O)C(=O)C(N(C)C)C3C(O)C21 (stereo not drawn) the results were mcGAS MS inh 3.1.
